# Assay outcomes from PubChem BioAssay.
# Apaf1 inhib = blocks human Apaf-1 apoptosome activity; reconstituted apoptosome caspase-3 activity, DEVD-Rh110 fluorescence; 330,000 tested, 0.71% active; inhibition, % at 20 µM; O14727; AID 489030; active means inhibition of at least 40% at 20 µM;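 further: plate controls were DMSO wells for no effect and DEVD-CHO caspase inhibitor wells for full effect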
# Target sequence (O14727 whole entry, looked up): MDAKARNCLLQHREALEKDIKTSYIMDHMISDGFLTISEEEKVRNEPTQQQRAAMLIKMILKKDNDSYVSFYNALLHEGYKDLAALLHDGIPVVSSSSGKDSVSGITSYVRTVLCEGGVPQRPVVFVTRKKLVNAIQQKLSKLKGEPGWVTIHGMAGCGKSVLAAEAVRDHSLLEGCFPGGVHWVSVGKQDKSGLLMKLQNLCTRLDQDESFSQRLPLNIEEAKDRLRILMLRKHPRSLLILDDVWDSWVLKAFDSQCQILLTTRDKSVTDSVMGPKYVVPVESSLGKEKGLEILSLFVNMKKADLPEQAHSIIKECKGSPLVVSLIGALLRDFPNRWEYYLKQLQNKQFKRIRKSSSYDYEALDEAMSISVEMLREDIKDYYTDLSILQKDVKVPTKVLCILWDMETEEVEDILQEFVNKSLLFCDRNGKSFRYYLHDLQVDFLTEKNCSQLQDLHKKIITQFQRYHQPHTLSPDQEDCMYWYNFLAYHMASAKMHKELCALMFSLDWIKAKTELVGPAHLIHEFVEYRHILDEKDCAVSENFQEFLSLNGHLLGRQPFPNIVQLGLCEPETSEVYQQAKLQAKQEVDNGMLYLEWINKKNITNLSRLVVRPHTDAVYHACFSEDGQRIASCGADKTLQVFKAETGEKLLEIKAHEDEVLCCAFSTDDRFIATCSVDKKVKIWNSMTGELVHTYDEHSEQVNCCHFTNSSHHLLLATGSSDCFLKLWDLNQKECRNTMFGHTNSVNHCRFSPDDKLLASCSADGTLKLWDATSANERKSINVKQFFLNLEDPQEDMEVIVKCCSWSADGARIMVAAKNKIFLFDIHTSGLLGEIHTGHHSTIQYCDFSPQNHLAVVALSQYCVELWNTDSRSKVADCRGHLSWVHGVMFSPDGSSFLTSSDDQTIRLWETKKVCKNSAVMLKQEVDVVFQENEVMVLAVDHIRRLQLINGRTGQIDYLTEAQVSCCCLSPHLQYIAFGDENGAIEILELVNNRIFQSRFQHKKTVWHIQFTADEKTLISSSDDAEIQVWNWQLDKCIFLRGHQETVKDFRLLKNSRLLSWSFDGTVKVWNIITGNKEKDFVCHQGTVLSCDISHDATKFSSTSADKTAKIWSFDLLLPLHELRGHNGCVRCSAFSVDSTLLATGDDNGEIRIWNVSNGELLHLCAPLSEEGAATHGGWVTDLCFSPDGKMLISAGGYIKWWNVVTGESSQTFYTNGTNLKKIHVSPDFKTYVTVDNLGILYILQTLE
#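 System: Apoptosome proteins | Medium: Hepes pH 7.5 with detergent and BSA | Also added: Cytochrome c trigger plus (Z-DEVD)2-Rh110 caspase-3 substrate | Incubation: 30 min compound preincubation, 50 min activation, room temperature | Detection: Rhodamine 110 fluorescence at Ex 480/Em 540 nm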
# SENP8 block-1 = blocks the human protease SENP8; AID 2540; inhibition, % at 10 µM; purified SENP8, Z-RLRGG-aminoluciferin cleavage, luminescence; Q96LD8; 330,000 tested, 1.2% active; in the data active means inhibition above about 50%
# SENP7 inh = inhibitors of human SENP7 protease; 330,000 tested, 1.5% active; Q9BQF6; inhibition, % at 5 µM; recombinant SENP7, Z-RLRGG-aminoluciferin luminescence, 40 min;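 active means inhibition above about 50% at the single test dose, limit read from the data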;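 further: plate controls were DMSO with enzyme for no effect and no enzyme buffer wells for full effect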
# HKDC1 inhibitor = HKDC1 (human) hexokinase inhibition | Q2TB90 | recombinant HKDC1, G6PDH/diaphorase resazurin coupled fluorescence | inhibition, % at 20 µM | 340,000 tested, 0.16% active;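 active means inhibition above about 35% when tested at 20 µM, limit read from the data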;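 further: plate controls were DMSO wells with enzyme for no effect and DMSO wells lacking enzyme for full effect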
#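 System: Recombinant HKDC1 hexokinase | Amount: HKDC1 at 5 µg/mL | Reagent: Glucose with 1 mM ATP | Doses: Single 20 µM dose | Incubation: Reaction time 90 min, room temperature, protected from light | Signal: Coupled resazurin fluorescence, excitation 525 nm, emission 613 nm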
# SENP6 inh = blocks the human protease SENP6; Recombinant SENP6 catalytic domain, aminoluciferin luminescence; inhibition, % at 10 µM; 330,000 tested, 1.8% active; AID 2599;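 active means inhibition above about 50% at the single tested dose, limit read from the data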;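 further: plate controls were DMSO wells with enzyme for no effect and DMSO wells lacking enzyme for full effect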
# PfG6PD inh = PfG6PD (Plasmodium falciparum) enzyme inhibition | PfGluPho enzyme, NADPH resazurin-diaphorase fluorescence | inhibition, % at 20 µM | 350,000 tested, 0.78% active | AID 504690;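 active means inhibition reaching at least a set limit at 20 µM in the primary screen, cut at about 59% in these data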;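 further: 0% = DMSO wells with substrate and 100% = DMSO wells lacking glucose-6-phosphate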
# SENP8 block-2 = SENP8 (human) protease inhibition; inhibition, % at 20 µM; 360,000 tested, 0.64% active; Q96LD8; AID 602440; recombinant SENP8, Nedd8 substrate fluorescence; in the data active means inhibition mostly above about 40%, no sharp cut-off; inactive means mostly below about 27%
# SENP1 inh = inhibitors of human SENP1 SUMO protease catalytic domain. Q9P0U3. recombinant SENP1 catalytic domain, CyPet-SUMO1-YPet FRET cleavage. inhibition, % at 10 µM. 360,000 tested, 0.21% active. AID 624204;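 active means inhibition at least 30% at 10 µM, raw YFP signal under a set limit, fluorescence ratio 0.5 to 1.5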;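 further: 0% = enzyme with DMSO and 100% = no enzyme wells; some results filed as inactive read as strong as hits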
#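 Material: hSENP1 catalytic domain, recombinant; medium: Tris pH 8 with BME, BSA, NP40 and catalase; compound: single concentration of 10 µM compound, 0.5% DMSO final; technique: FRET read of cyan and yellow fluorescence; timing: 50 min enzyme reaction, room temperature, light-protected; reagent: SFCypet-SUMO1-SFYpet substrate at 25 nM; control set: no-enzyme low, enzyme-DMSO high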
# * hit, by the source's call; · = no result given.
1	C=CCOc1ccc(/C=C/C(=O)OCC(=O)N2CCCc3ccccc32)cc1
2	O=C(NCC1CCS(=O)(=O)C1)NCC1CCS(=O)(=O)C1 (stereo unspecified)
3	Cc1ccc(C=C2C(=O)c3ccccc3C2=O)o1
4	CCc1ccccc1N(CC(=O)N1CCN(c2ccccc2F)CC1)S(C)(=O)=O
5	Cc1cccc2cc(CN(Cc3ccco3)C(=O)c3ccncc3)c(=O)[nH]c12
6	Cc1ccccc1C(=O)Nc1ccnn1C1CCN(Cc2c(C)n(C)c3ccccc23)CC1
7	NCC(=O)CCC(=O)O
8	Cc1nc2ccccc2c(=O)n1/N=C/c1ccccc1OC(F)F
Compound	1	2	3	4	5	6	7	8
Apaf1 inhib	9	-14	11	16	-3	8	-9	4
SENP8 block-1	-6	-4	79*	-7	2	-2	1	3
SENP7 inh	6	-8	95*	-5	8	-1	0	7
HKDC1 inhibitor	-6	-11	7	-2	2	0	-8	2
SENP6 inh	-15	11	97*	9	-3	-11	7	-12
PfG6PD inh	-12	1	11	2	-5	2	-4	9
SENP8 block-2	4	8	22	15	-47	12	-2	23
SENP1 inh	1	3	-2	3	1	-1	1	1

9	O=S(=O)(N/N=C\c1ccc2c(c1)OCO2)c1ccccc1
10	CCc1cccc(NC(=O)c2ccc(Br)o2)c1
11	CCCCn1c(Cc2ccccc2)n[nH]c1=S
12	COCCN(C(=O)COC(=O)c1c(-c2ccccc2)noc1C)c1c(N)n(Cc2ccccc2)c(=O)[nH]c1=O
13	CO/N=C/C(=N\Nc1ccc(C)cc1)C(=O)c1ccc(OC)cc1
14	COc1ccc([N+](=O)[O-])cc1NS(=O)(=O)c1ccc(C(=O)N2CCCC2)cc1
15	COc1ccc(CC(=O)N2CCCC(C)C2)cc1 (stereo unspecified)
16	CC(=O)c1ccc(-c2ccc(C(=O)NCC(c3ccc(F)cc3)N3CCOCC3)o2)cc1 (stereo unspecified)
Compound	9	10	11	12	13	14	15	16
Apaf1 inhib	-9	-7	-3	0	8	15	1	1
SENP8 block-1	2	-3	4	13	-1	-7	-2	-2
SENP7 inh	-1	7	2	-4	-6	-10	-4	-4
HKDC1 inhibitor	-8	1	-1	-6	-2	-4	-7	9
SENP6 inh	-6	8	5	-17	-3	-10	-6	-10
PfG6PD inh	-7	24	29	0	16	-23	-10	-3
SENP8 block-2	19	10	-4	2	51*	14	26	-358
SENP1 inh	0	0	1	-1	-3	3	10	-7

17	CCCCOC(=O)Oc1ccc2c(=O)c(Oc3cc(C)cc(C)c3)coc2c1
18	Cc1nn(Cc2ccccc2Cl)c(C)c1C(=O)NC1=NCCS1
19	O=C(Nc1ccccc1)Nn1cnnc1
20	O=C(COc1ccccc1F)Nc1c2c(nn1-c1ccccc1)CS(=O)(=O)C2
21	COc1ccc(OC)c(-c2cc(C(=O)Nc3cccc(Cl)c3)no2)c1
22	Cc1nc(NC2CCCCC2)c2nnn(Cc3ccccc3Cl)c2n1
23	O=C(N/N=C/C(Cl)=C/c1ccccc1)c1ccc2c(c1)OCO2
24	O=C(COC(=O)c1cc(-c2ccccn2)nc2ccccc12)Nc1ncc(C(F)(F)F)cc1Cl
Compound	17	18	19	20	21	22	23	24
Apaf1 inhib	24	5	·	-9	-4	10	-4	-4
SENP8 block-1	-7	-7	·	-5	1	-11	-4	-11
SENP7 inh	-4	-9	·	-7	-11	7	-5	-7
HKDC1 inhibitor	0	-1	-6	-2	1	3	4	7
SENP6 inh	7	-6	·	-7	4	-20	-9	-23
PfG6PD inh	-23	8	9	6	-3	2	-1	-32
SENP8 block-2	-9	32	16	0	-286	6	-3	-23
SENP1 inh	1	0	1	2	-1	-4	1	1

# Look-ups from the entries so far:
# CCCCOC(=O)Oc1ccc2c(=O)c(Oc3cc(C)cc(C)c3)coc2c1 @ SENP1 inh: 1
# Cc1nc(NC2CCCCC2)c2nnn(Cc3ccccc3Cl)c2n1 @ SENP7 inh: 7
# O=C(N/N=C/C(Cl)=C/c1ccccc1)c1ccc2c(c1)OCO2 @ SENP8 block-2: -3
# O=C(Nc1ccccc1)Nn1cnnc1 @ SENP1 inh: 1
# COc1ccc(OC)c(-c2cc(C(=O)Nc3cccc(Cl)c3)no2)c1 @ SENP1 inh: -1

# Exported with two lines to a compound: part of the list above.
# Second line of a record: Apaf1 inhib, SENP8 block-1, SENP7 inh, HKDC1 inhibitor, SENP6 inh, PfG6PD inh, SENP8 block-2, SENP1 inh
23) O=C(N/N=C/C(Cl)=C/c1ccccc1)c1ccc2c(c1)OCO2
→ -4, -4, -5, 4, -9, -1, -3, 1
21) COc1ccc(OC)c(-c2cc(C(=O)Nc3cccc(Cl)c3)no2)c1
→ -4, 1, -11, 1, 4, -3, -286, -1
18) Cc1nn(Cc2ccccc2Cl)c(C)c1C(=O)NC1=NCCS1
→ 5, -7, -9, -1, -6, 8, 32, 0

# Further records:
25	Cc1nc2nc[nH]c2cc1Br
26	CC(=O)C1=C(O)C(=O)N(c2ccc(Br)cc2)C1c1ccccc1[N+](=O)[O-] (stereo unspecified)
27	C/C(=N/NC(=O)c1ccco1)c1cccnc1
28	CCOC(=O)C1=C(C)N(C)C(C)=C(C(=O)OCC)C1c1ccsc1
29	COc1ccc(OC)c(NC(=O)c2nc(-c3ccccc3)oc2C)c1
30	Cc1ccnc2nc(C(=O)OCC(=O)NCCc3ccccc3)nn12
31	Cc1occc1-c1nnc(SCC(=O)Nc2nc(-c3ccccc3)cs2)o1
32	O=C(Cc1sc(-c2ccccc2Cl)nc1-c1ccccc1)Nc1ccccc1
Compound	25	26	27	28	29	30	31	32
Apaf1 inhib	12	4	10	11	-8	5	1	1
SENP8 block-1	-14	-1	-9	-1	-9	5	-1	-3
SENP7 inh	-14	-4	0	3	0	7	-24	1
HKDC1 inhibitor	-4	-5	-11	-4	-6	-7	-9	-4
SENP6 inh	-20	-5	-1	-2	-12	11	-12	-14
PfG6PD inh	-13	-10	-10	-5	8	-15	2	-27
SENP8 block-2	15	11	7	6	-8	-1	19	9
SENP1 inh	2	-8	-1	0	-4	0	2	-1

# Ordered by SMILES length (ascending): part of the list above.
8	Cc1nc2ccccc2c(=O)n1/N=C/c1ccccc1OC(F)F
5	Cc1cccc2cc(CN(Cc3ccco3)C(=O)c3ccncc3)c(=O)[nH]c12
12	COCCN(C(=O)COC(=O)c1c(-c2ccccc2)noc1C)c1c(N)n(Cc2ccccc2)c(=O)[nH]c1=O
Compound	8	5	12
Apaf1 inhib	4	-3	0
SENP8 block-1	3	2	13
SENP7 inh	7	8	-4
HKDC1 inhibitor	2	2	-6
SENP6 inh	-12	-3	-17
PfG6PD inh	9	-5	0
SENP8 block-2	23	-47	2
SENP1 inh	1	1	-1

# (list continues)
33	OCCNc1nc(N2CCOCC2)nc(N2CCOCC2)n1
34	COCc1nnc(NC(=O)C23CC4CC(CC(C4)C2)C3)s1
35	CCn1c(CNC(=O)c2ccc(Cl)cc2)nnc1SCC(=O)NC1=NCCS1
36	Cc1cc(OCC(=O)N[C@@H](Cc2c[nH]c3ccccc23)C(=O)O)c2c(C)c(C)c(=O)oc2c1
37	CCOc1ccc(NC(=O)CN(C)C(=O)C2CC(=O)N(CCc3ccccc3)C2)cc1OCC (stereo unspecified)
38	COc1ccc(/C=C2\SC(=O)N(CCC(=O)N3CCCCC3CCO)C2=O)cc1 (stereo unspecified)
39	COc1ccc(NS(=O)(=O)/C=C/c2ccc(OC)c(OC)c2)cc1
40	COc1cccc2c(=O)n(CC(=O)N3CCCc4ccccc43)ccc12
Compound	33	34	35	36	37	38	39	40
Apaf1 inhib	-6	1	-8	-3	30	-9	1	-1
SENP8 block-1	8	12	7	-2	-11	3	4	3
SENP7 inh	1	-5	2	1	-6	4	1	1
HKDC1 inhibitor	-2	-3	-1	8	-7	-3	-1	-2
SENP6 inh	-3	13	-16	-8	-16	8	-10	10
PfG6PD inh	-16	2	-4	-9	-15	-10	-43	15
SENP8 block-2	18	15	7	-3	-4	1	5	-67
SENP1 inh	-1	0	1	1	2	1	0	-1

41	O=C(Nc1ccc(Cl)cn1)c1cccnc1
42	O=C(O)C1C2CC2CN1C(=O)c1ccc(Cl)cc1Cl (stereo unspecified)
43	COc1ccc(C(C)=O)cc1COC(=O)c1cc(C)nc2ccccc12
44	COc1ccc(NC2=Nc3ccccc3N[C@@]23C[C@H]2CCCC(=O)N4CC[C@@H](C3)[C@@H]24)cc1
45	COc1ccc(/C=C2/C(=O)N(c3c(F)c(F)c(F)c(F)c3F)N=C2C)cc1
46	CCc1ccc(Nc2ncc3c(n2)CC(c2ccc(OC)cc2)CC3=O)cc1 (stereo unspecified)
47	O=S(=O)(c1ccccc1)N(c1ccccc1)S(=O)(=O)c1ccccc1
48	C=CCNC(=O)c1onc(CSc2ccc(F)cc2)c1C(=O)NCCOC
Compound	41	42	43	44	45	46	47	48
Apaf1 inhib	7	-1	4	·	54*	1	·	-1
SENP8 block-1	-11	-8	-1	·	-10	-8	·	-2
SENP7 inh	11	-2	1	·	-8	-7	·	-3
HKDC1 inhibitor	3	15	7	4	0	-6	1	-4
SENP6 inh	-25	-22	-12	·	-5	-4	·	7
PfG6PD inh	-3	-20	-7	8	2	-5	-3	10
SENP8 block-2	17	5	4	-2	5	-235	11	16
SENP1 inh	0	0	-1	2	2	-1	0	1

49	O=C(Nc1cc2c(cc1Cl)OCCCO2)c1ccc(F)cc1
50	C=CCc1cccc(OC)c1OCCOCCn1ccnc1
51	COc1ccccc1-c1cc(C(=O)Nc2cc(C)n(Cc3ccc(Cl)cc3)n2)no1
52	COc1ccc(C(=O)c2c(C)oc3ccc(O)cc23)c(OC)c1
53	Cc1ccc(C2CC(c3ccccc3)=NN2C(=S)Nc2ccccc2)o1 (stereo unspecified)
54	COc1cc(OC)c(OC)cc1CN1CCN(Cc2cccn2C)CC1
55	CCCCN(c1nc2ccccc2nc1Cl)S(=O)(=O)c1ccc(C)cc1
56	CC(=O)OCCN1C(=O)c2ccc(-c3nc4ccccc4c(=O)o3)cc2C1=O
Compound	49	50	51	52	53	54	55	56
Apaf1 inhib	4	-1	0	14	21	-2	23	-16
SENP8 block-1	3	-5	4	6	7	0	-9	3
SENP7 inh	3	-7	6	10	13	6	-2	0
HKDC1 inhibitor	-6	-9	-6	6	10	-8	2	3
SENP6 inh	7	2	6	9	5	1	-7	5
PfG6PD inh	-4	-7	-3	49	22	8	16	-6
SENP8 block-2	13	15	8	19	-11	-2	5	-229
SENP1 inh	1	1	0	2	60	-1	-8	5

57	O=C(COc1ccc2c(c1)CCC2)N1CCN(c2ccccc2F)CC1
58	C/C(=N\N=C1\NC(=O)C(CC(=O)Nc2ccc(C)c(Cl)c2)S1)C(C)C (stereo unspecified)
59	CCSc1nnc(NC(=O)c2csc3c2CCCC3)s1
60	COc1ccc(OCC(=O)N2CCN(c3cccc(C(F)(F)F)c3)CC2)cc1
61	Cc1c(C(=O)Nc2cccc([N+](=O)[O-])c2)csc1-c1ccccc1
62	CCCCN1C(=O)c2ccc(C(=O)NCc3ccco3)cc2C1=O
Compound	57	58	59	60	61	62
Apaf1 inhib	18	16	-13	26	21	13
SENP8 block-1	-4	-8	-9	-5	2	2
SENP7 inh	-2	5	-9	-7	97*	-2
HKDC1 inhibitor	-10	-1	8	3	0	-3
SENP6 inh	-12	-1	-3	-2	72*	10
PfG6PD inh	-8	-12	-1	-2	51	-2
SENP8 block-2	7	5	-26	25	25	3
SENP1 inh	2	0	3	-2	1	3

# Hits appear at their usual frequency, and some 3.6% of all compounds hit somewhere here.
